EBV gp42 block: EBV gp42 inhibition. 220,000 tested, 0.42% active. Fluorescence polarization binding assay, mP read-out. AID 1085. Q1HVG2. inhibition, % (tested at 21.74 µM); in the data active = inhibition above about 50%
m-calpain inh: blocks pig calpain II enzyme activity. 220,000 tested, 0.37% active. AID 1236. inhibition, % at 16 µM. purified calpain II, fluorogenic peptide substrate, 30 min;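 active = inhibition above about 50%, limit read from the data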
MDM2 E3 inh: inhibitors of human Mdm2 E3 ubiquitin ligase; Q00987; cell-based MDM2 ubiquitination luciferase reporter, 2 h; 0 = plate control, 100 = twice control, blank-subtracted; signal enhancement, % at 5 µM; 210,000 tested, 0.11% active; AID 1230;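 active = signal enhancement of 30% or more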;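 note: luminescence tracks abundance of the self-degrading MDM2-luciferase fusion protein; higher signal means inhibition of MDM2 E3 ligase activity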
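test system = mammalian cells stably expressing self-ubiquitinating, self-degrading MDM2 E3–luciferase fusion | quantity = 2000 cells/well | incubation = cell settling 4 h, compound treatment 2 h, both 37 °C | signal = luminescence with SteadyLite reagent, 15 min at room temperature | evaluation = % enhancement relative to plate controls after blank subtraction | benchmarks = plate controls and plate blanks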
Rad51 HR inh: Rad51 (human) homologous recombination inhibition; AID 1385; Q06609; inhibition, % at 10 µM; 200,000 tested, 0.085% active; hRad51 DNA strand exchange, fluorescence dequenching;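 active = inhibition above 40% at the single screening dose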;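 note: 0% = DMSO control wells and 100% = blanks with heterologous ssDNA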
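System: human Rad51 nucleoprotein filaments preassembled on unlabelled ssDNA. Reagent: labelled 47-mer dsDNA for strand exchange. Schedule: 30-min compound preincubation and 15-min exchange, both room temperature. Measured by: FRET fluorescence dequenching, excitation 485 nm, emission 520 nm. Read-out: Fluorescence-based percent inhibition, control- and blank-normalised. Benchmarks: plate controls and plate blanks.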
PERK inhibitor: human PERK inhibition, primary cell-based screen. Q9NZJ5. CHO PERK-DD fusion, SEAP luminescence translation reporter. inhibition, % at 5.6 µM. 220,000 tested, 0.17% active. AID 1416;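 active = inhibition above the mean inhibition of all tested compounds plus 3 SD, set separately per screening campaign, cut at about 2.9% in these data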;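 note: PERK kinase domain activated by AP20187 dimerizer at 100 nM; 0% = DMSO with dimerizer and 100% = rapamycin at 8.4 µM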
TNF death inh: TNF-alpha cell death inhibition in Jurkat FADD-/- cells. 220,000 tested, 0.068% active. AID 463075. Jurkat FADD-/- TNF necroptosis rescue, ATP luminescence, 24 h; 0 = TNF only, 100 = no-TNF cells. activation (protection from cell death), % at 10 µM;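 active = activation, meaning protection from cell death, of at least 50% relative to plate controls; inactive = activation below 50%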;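 note: necroptosis triggered by 40 ng/mL TNF-alpha added together with compound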
zVAD death inh: L929 zVAD cell death inhibition. L929 zVAD necroptosis rescue, ATP luminescence, 24 h; with zVAD 60 µM. viability rescue, % at 10 µM. 220,000 tested, 0.38% active. AID 1377;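 active = activation, scaled between plate controls, above about 75%, limit read from the data; inactive = activation under that limit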;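 note: 0% = zVAD with DMSO and 100% = DMSO alone without zVAD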
KCC2 mod: modulators of human KCC2 chloride dependent transport | B-score of Tl+ flux slope (higher = more flux/activation; lower = inhibition) at 10 µM | AID 1456 | KCC2 cells, thallium flux FluoZin-2 fluorescence | 190,000 tested, 2.2% active | Q9H2X9;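 active = thallium flux slope and its plate-corrected score both differing from the plate sample mean at a set confidence after two filtering rounds, in either direction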;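 note: slope of fluorescence scaled to starting intensity during 10 to 20 s after thallium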
eIF4E 4G PPI: blocks eIF4E binding to eIF4G. AID 782. TR-FRET eIF4E-eIF4GI(517-606) binding, 2 h. P63073+Q04637. inhibition, % at 21.7 µM. 220,000 tested, 0.37% active;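 active = inhibition above about 30%, limit read from the data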;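 note: 0% = full FRET control wells and 100% = background wells lacking eIF4GI fragment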
Target sequence (P63073 whole entry, looked up, the tested form may be a part): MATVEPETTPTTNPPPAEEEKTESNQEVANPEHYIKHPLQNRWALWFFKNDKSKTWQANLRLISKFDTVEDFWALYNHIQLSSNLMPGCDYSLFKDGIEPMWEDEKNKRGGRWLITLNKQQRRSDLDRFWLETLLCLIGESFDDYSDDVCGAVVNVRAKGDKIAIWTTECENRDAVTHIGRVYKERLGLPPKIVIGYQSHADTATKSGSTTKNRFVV
Target sequence (Q04637 whole entry, looked up, the tested form may be a part): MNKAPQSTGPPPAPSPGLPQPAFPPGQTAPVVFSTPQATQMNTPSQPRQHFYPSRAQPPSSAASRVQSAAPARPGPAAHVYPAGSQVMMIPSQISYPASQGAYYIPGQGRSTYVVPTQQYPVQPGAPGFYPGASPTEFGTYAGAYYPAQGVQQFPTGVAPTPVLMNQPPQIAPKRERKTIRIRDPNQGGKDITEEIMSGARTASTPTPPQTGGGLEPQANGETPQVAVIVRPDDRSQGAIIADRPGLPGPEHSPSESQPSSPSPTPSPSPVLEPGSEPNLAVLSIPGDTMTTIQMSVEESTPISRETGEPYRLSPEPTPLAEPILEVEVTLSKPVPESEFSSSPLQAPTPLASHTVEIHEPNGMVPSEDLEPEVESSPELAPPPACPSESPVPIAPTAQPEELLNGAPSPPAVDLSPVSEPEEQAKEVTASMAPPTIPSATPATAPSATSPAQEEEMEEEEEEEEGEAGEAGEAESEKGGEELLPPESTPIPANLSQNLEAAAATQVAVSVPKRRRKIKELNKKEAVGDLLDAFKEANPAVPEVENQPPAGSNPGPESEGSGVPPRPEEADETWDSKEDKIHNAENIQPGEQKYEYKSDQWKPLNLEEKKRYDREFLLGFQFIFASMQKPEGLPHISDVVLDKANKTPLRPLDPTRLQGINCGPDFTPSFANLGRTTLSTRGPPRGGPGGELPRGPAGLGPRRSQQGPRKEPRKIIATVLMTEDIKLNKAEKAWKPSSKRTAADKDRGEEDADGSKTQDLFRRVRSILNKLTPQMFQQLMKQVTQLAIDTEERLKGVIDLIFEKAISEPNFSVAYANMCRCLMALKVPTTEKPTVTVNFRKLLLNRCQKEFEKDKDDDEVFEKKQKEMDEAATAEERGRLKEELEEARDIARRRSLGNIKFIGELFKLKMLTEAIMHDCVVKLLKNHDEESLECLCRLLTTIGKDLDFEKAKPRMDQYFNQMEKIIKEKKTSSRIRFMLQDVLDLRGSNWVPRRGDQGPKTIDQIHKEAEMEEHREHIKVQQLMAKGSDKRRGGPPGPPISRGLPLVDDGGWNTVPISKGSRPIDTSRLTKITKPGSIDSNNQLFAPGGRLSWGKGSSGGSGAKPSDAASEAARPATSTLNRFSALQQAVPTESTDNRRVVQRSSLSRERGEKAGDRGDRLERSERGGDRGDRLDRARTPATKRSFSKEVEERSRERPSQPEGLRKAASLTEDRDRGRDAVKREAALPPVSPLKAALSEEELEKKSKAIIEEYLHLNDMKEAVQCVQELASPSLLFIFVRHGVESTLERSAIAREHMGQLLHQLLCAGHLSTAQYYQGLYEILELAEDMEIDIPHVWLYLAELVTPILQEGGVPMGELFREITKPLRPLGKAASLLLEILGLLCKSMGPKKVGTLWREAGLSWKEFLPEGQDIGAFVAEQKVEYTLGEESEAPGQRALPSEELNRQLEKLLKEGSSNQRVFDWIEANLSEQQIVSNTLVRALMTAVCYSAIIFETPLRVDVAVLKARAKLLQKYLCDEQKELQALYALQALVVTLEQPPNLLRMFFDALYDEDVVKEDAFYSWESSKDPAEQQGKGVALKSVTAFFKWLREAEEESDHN
Numbers without * were called inactive; i = inactive; . = not tested or not shown; [ ] = remark or other dose. Rows were taken by chance (roughly 3.6% active in at least one column).

SMILES | EBV gp42 block | m-calpain inh | MDM2 E3 inh | Rad51 HR inh | PERK inhibitor | TNF death inh | zVAD death inh | KCC2 mod | eIF4E 4G PPI
COc1ccccc1N1C(=O)C2ON(c3ccccc3)C(c3ccc(N(C)C)cc3)C2C1=O (stereo unspecified) | 1.6 | 20.8 | -13.4 | -4.4 | -0.3 | 2.2 | 1.5 | 0.0904 | -3.1
O=C(CCCCCN1C(=O)c2cccc3cccc(c23)C1=O)N1CCOCC1 | 18.3 | -2.8 | -6.2 | -4.8 | -0.8 | 0.9 | 0.1 | 0.132 | -14.7[fluorescence artefact?]
Cc1c(C(=O)Nc2ccc(S(N)(=O)=O)cc2)oc2ccc(Cl)cc12 | -12.6 | -59.1 | -6.0 | -20.6 | -0.2 | -0.6 | 27.5 | 0.948 | 2.0
CCOC(=O)N1CCN(Cc2nc3c(c(=O)[nH]c(=O)n3C)n2Cc2ccccc2C)CC1 | 0.7 | 9.4 | -2.7 | -0.6 | -1.8 | -11.4 | -0.3 | -0.895 | -2.6
Nc1cc(=O)[nH]c(SCC(=O)Nc2ccc(F)c(Cl)c2)n1 | -16.1 | 28.8 | -9.2 | 1.3 | 0.6 | 0.7 | -0.3 | . | -0.4
CCOc1ccc(C(=O)N/N=C(/C)C2C(=O)c3ccccc3C2=O)cc1 | -11.7 | -3.6 | 7.5 | 4.6 | 1.1 | 1.2 | 0.9 | -0.853 | 24.1[fluorescence artefact?]
Cc1ccc(CNC(=O)Cn2c(=O)oc3ccccc32)o1 | -14.5 | 0.3 | -2.5 | 4.1 | 2.3 | 2.8 | -0.1 | 0.885 | -1.7[fluorescence artefact?]
COc1ccc([N+](=O)[O-])cc1COc1cc(C)cc2oc(=O)cc(-c3ccccc3)c12 | -16.3 | 43.0 | -15.2 | . | 0.9 | -7.5 | 0.6 | . | 3.5
CCOC(=O)c1c(C)[nH]c(C(=O)Nc2ccc(C)c(Cl)c2)c1C | -3.4 | 2.9 | -2.9 | -19.3 | 0.2 | 1.4 | 2.7 | 0.429 | -4.2[fluorescence artefact?]
CC(=O)NCC1CCCN(Cc2cn(-c3ccccc3)nc2-c2ccc3c(c2)OCO3)C1 (stereo unspecified) | -16.2 | -56.3 | 10.6 | -4.5 | -0.6 | 0.6 | -1.6 | -0.37 | -5.7
O=C(/C=C/c1cccs1)NC(=S)NNC(=O)c1ccccc1O | -8.1 | -16.5 | -7.5 | 8.1 | -0.1 | -2.5 | 1.6 | 12.1* | -2.6
Clc1ccc(CSc2nnc3c(n2)[nH]c2ccccc23)cc1 | -8.3 | 7.1 | -10.6 | 8.1 | -0.7 | 1.6 | 0.0 | 0.358 | -8.3
NS(=O)(=O)c1ccc(CCNC(=S)NC2CCCC2)cc1 | -17.1 | -30.0 | 0.1 | -9.2 | 0.3 | 0.2 | 18.7 | 0.909 | 0.2
CC(C)C(=O)Nc1cccc(-c2cn3ccsc3n2)c1 | -8.2 | -15.5 | 5.0 | -0.5 | -0.6 | 1.8 | . | 1.43 | 3.9[fluorescence artefact?]
CN(C)CCCNC(=O)CCC1CCCCC1 | -2.7 | 12.2 | 4.7 | -16.2 | 1.1 | -0.3 | -0.1 | 1.91 | 0.0
CCCN(CCC)C(=O)CC(c1ccccc1)c1cc(C)ccc1O (stereo unspecified) | -23.9 | 15.3 | -17.0 | 4.6 | -0.9 | -0.1 | -0.7 | . | -1.1
COc1ccc(CCNC(=O)N2c3ccccc3Sc3ccccc32)cc1 | . | . | . | -5.9 | -1.3 | -12.9 | -0.2 | . | .
Cc1ccc2c(C(=O)CN3CCN(C4CCCCC4)CC3)c(C)[nH]c2c1 | -10.4 | -23.0 | 2.2 | 2.3 | -0.2 | -2.0 | -0.4 | 0.268 | -2.2
NC(=O)CCn1c(=O)oc2ccccc21 | -22.8 | -0.4 | -13.2 | 0.5 | 2.1 | -0.6 | 0.9 | -1.23 | 10.3
CCN(C(=O)CSc1nnc(Nc2ccccc2)s1)C1CCS(=O)(=O)C1 (stereo unspecified) | -14.2 | 33.6 | -9.8 | -14.1 | 1.7 | 1.1 | 1.3 | 0.454 | -2.2

Continued; it opens with the 4 that closed the last part.
SMILES | EBV gp42 block | m-calpain inh | MDM2 E3 inh | Rad51 HR inh | PERK inhibitor | TNF death inh | zVAD death inh | KCC2 mod | eIF4E 4G PPI
COc1ccc(CCNC(=O)N2c3ccccc3Sc3ccccc32)cc1 | . | . | . | -5.9 | -1.3 | -12.9 | -0.2 | . | .
Cc1ccc2c(C(=O)CN3CCN(C4CCCCC4)CC3)c(C)[nH]c2c1 | -10.4 | -23.0 | 2.2 | 2.3 | -0.2 | -2.0 | -0.4 | 0.268 | -2.2
NC(=O)CCn1c(=O)oc2ccccc21 | -22.8 | -0.4 | -13.2 | 0.5 | 2.1 | -0.6 | 0.9 | -1.23 | 10.3
CCN(C(=O)CSc1nnc(Nc2ccccc2)s1)C1CCS(=O)(=O)C1 (stereo unspecified) | -14.2 | 33.6 | -9.8 | -14.1 | 1.7 | 1.1 | 1.3 | 0.454 | -2.2
COc1ccc(CN(Cc2cccn2C)S(=O)(=O)c2ccc(C)cc2)cc1 | -5.0 | 7.7 | -16.0 | 19.2 | -1.7 | 2.5 | 0.1 | -0.064 | 5.0
COc1ccc(C(=O)N(CC(=O)NC(C)(C)C)c2ccc3c(c2)OCCO3)cc1OC | -2.5 | -5.3 | -3.4 | -4.9 | 0.3 | -3.2 | 1.0 | 0.112 | 3.8
Cc1ccc(S(=O)(=O)Cc2cc(-c3ccc(Cl)cc3)no2)cc1 | -4.3 | -11.2 | -8.9 | 9.6 | 0.9 | 4.2 | 0.3 | 0.148 | -2.5
c1ccc(Oc2cc(-c3ccccc3)nc(-c3ccccc3)n2)cc1 | 2.4 | 17.4 | -0.9 | . | 1.0 | 1.2 | -0.2 | 0.465 | -0.6
COc1ccc(Cn2c(=O)oc3ccc(C)cc32)cc1OC | -10.8 | 20.4 | -12.2 | 5.5 | -0.5 | -3.5 | 0.0 | 0.546 | -0.5
CN(C)S(=O)(=O)c1ccc2c(c1)C(CC(=O)O)OC2=O (stereo unspecified) | -13.2 | -55.5 | -5.9 | -0.2 | 1.4 | -0.5 | 0.3 | 1.01 | -10.7[fluorescence artefact?]
CCn1c2ccccc2c2c3ncc4cccn4c3ccc21 | -9.6 | -60.6 | -2.5 | -57.1 | 0.7 | -1.1 | 6.2 | -0.179 | 0.1
Nc1ncnc(N2CCc3ccccc32)c1[N+](=O)[O-] | -4.5 | -3.3 | -29.5 | 3.2 | 0.6 | -3.7 | 0.8 | 0.13 | -1.3
CC1(C)CC(=O)/C(=N/Nc2ccc(Cl)cc2)CO1 | -2.7 | -3.8 | -17.4 | 10.5 | -1.0 | 1.4 | -0.4 | 1.71 | -0.2
O=C(NCc1ccccc1Cl)c1ccccc1Oc1ccccc1 | -1.1 | 19.9 | -5.7 | -0.1 | 0.3 | 1.8 | 0.3 | 0.0076 | 1.5[fluorescence artefact?]
CC1(C)CC(=O)C(C=NCC(N)=O)=C(O)C1 | -3.8 | -7.7 | -8.8 | 3.1 | 1.1 | 0.3 | 1.3 | -1.57 | 1.3
CC(=O)Nc1ccc(S(=O)(=O)NNC(=O)COc2ccc(Cl)cc2Cl)cc1 | -16.9 | 9.3 | -12.1 | -2.8 | -0.3 | 0.8 | 0.0 | 0.71 | 1.6
Cc1ccc(CNC(=S)Nc2ccc(OC(F)F)cc2C)cc1 | -2.8 | 0.4 | -18.6 | -1.8 | 0.1 | -10.2 | -0.9 | -0.803 | 2.3
Cc1cccc(NC(=O)c2ccc(NC(C)c3ccccc3)c([N+](=O)[O-])c2)n1 (stereo unspecified) | 1.9 | -5.5 | . | . | 0.4 | 0.4 | 0.8 | 1.8 | -2.4
COc1ccc(-c2cc(=NC(CC(C)C)C(=O)O)c3cc(C)ccc3o2)cc1 (stereo unspecified) | 4.7 | -439.2 | 3.0 | 12.5 | -0.8 | -1.7 | -1.1 | -1.78 | -15.7
O=C1C=C(c2ccccc2)C[C@H](c2cccs2)[C@H]1n1nnc([N+](=O)[O-])n1 | -5.7 | -9.2 | -3.0 | -2.5 | -0.6 | 2.2 | -0.1 | 1.13 | 8.6
O=C(CCl)c1ccc(Cc2ncc(C(F)(F)F)cc2Cl)s1 | -24.8 | -21.4 | -27.6 | . | 0.3 | -18.3 | 0.4 | 0.139 | -1.5
COc1ccc2[nH]c(C)c(CCNC(=S)Nc3cc(C)cc(C)c3)c2c1 | -13.0 | -15.1 | . | . | 0.0 | -23.5 | . | -0.0315 | -0.2
CCOC(=O)N1CCN(C(=O)c2cccn3c(=O)c4c5c(sc4nc23)CCCC5)CC1 | -2.2 | -27.9 | -18.9 | 0.2 | 0.2 | -0.6 | 1.1 | -1.48 | -5.8
CN1CCN(C(=O)c2c(O)c3cccc4c3n(c2=O)CCC4)CC1 | -13.4 | -19.4 | -4.3 | 11.3 | 1.5 | 0.2 | -0.1 | 0.922 | -8.9[fluorescence artefact?]
CCOC(=O)C(=O)NNc1ccccc1OC | -6.6 | -12.0 | -5.1 | . | 1.3 | 0.5 | -0.5 | 0.971 | -4.2
CC(=O)OC1c2ccccc2C(=O)N1c1ccccc1C (stereo unspecified) | -16.9 | -16.5 | -14.3 | -17.0 | 1.4 | 1.3 | 0.9 | 0.73 | 0.8
CCn1c(CN2CCN(CCO)CC2)nc2ccccc21 | -7.6 | 4.0 | -12.8 | 17.3 | 1.7 | 0.6 | 0.4 | -0.0205 | 2.3
CC1CN(Cc2nc3c(c(=O)n(C)c(=O)n3C)n2CC(O)CO)CC(C)O1 (stereo unspecified) | 34.1 | 13.7 | -93.2 | 9.6 | 1.6 | -0.3 | 0.1 | 1.59 | 4.5
N#C/C(=C(/O)COC(=O)c1cccnc1Cl)c1nc2ccccc2[nH]1 | -27.6 | -94.2 | -2.9 | -33.9 | 0.9 | 2.8 | 46.7 | 0.338 | 5.4
COc1ccc(O[C@H]2C=C[C@@H](c3ccccc3)O[C@@H]2CO/N=C(\C)CCN2CCCCc3nc(C)c(C)cc32)cc1 | -24.6 | -11.2 | . | . | 0.2 | -0.2 | 0.5 | 0.599 | 10.9
O=C(/C=C1\SC(=O)N(CC(=O)Nc2ccc(F)cc2)C1=O)Nc1ccc(Cl)cc1 | -31.7 | -0.7 | -5.9 | 3.1 | 0.5 | 1.6 | 0.7 | 0.331 | 3.2
CNNC(=S)Nc1cccc(C(F)(F)F)c1 | -9.9 | -18.1 | -13.1 | 7.9 | 2.6 | -1.0 | 1.0 | . | 5.3
O=C(Nc1ccc(O)cc1)C1CCCO1 (stereo unspecified) | -22.4 | -28.6 | -27.9 | 4.4 | 0.2 | 0.5 | 0.7 | 1.59 | 1.1
CCCCC(=O)Nc1cc(Cl)ccc1C(=O)O | -3.1 | -31.4 | -2.1 | -3.9 | 0.2 | 0.0 | 2.0 | 0.277 | 4.0
CCOC(=O)CC1(C)OCC(C[N+]2(C)CCCCC2)O1 (stereo unspecified) | -40.5 | -4.4 | -47.6 | i | 0.1 | 0.1 | 0.4 | -0.957 | 4.5

Compound activity from PubChem BioAssay.
